Pf apPOL block: Pf-apPOL inhibitors, biochemical, fluorescence. Recombinant Pf-apPOL, molecular beacon fluorescence, 1.5 h. inhibition, % at 10 µM. hit rate 0.25% among 210,000. AID 1794808, 2022
mHTT CaM bind: mutant huntingtin-calmodulin interaction inhibitors – biochemical, AlphaScreen, primary screen. AlphaScreen His-mHTT/GST-CaM binding, luminescence. inhibition, % at 15 µM. hit rate 3.6% among 190,000;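 also: 0% = both proteins with DMSO and 100% = one protein alone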
Target sequence (P42858 whole entry, looked up, stated change not applied): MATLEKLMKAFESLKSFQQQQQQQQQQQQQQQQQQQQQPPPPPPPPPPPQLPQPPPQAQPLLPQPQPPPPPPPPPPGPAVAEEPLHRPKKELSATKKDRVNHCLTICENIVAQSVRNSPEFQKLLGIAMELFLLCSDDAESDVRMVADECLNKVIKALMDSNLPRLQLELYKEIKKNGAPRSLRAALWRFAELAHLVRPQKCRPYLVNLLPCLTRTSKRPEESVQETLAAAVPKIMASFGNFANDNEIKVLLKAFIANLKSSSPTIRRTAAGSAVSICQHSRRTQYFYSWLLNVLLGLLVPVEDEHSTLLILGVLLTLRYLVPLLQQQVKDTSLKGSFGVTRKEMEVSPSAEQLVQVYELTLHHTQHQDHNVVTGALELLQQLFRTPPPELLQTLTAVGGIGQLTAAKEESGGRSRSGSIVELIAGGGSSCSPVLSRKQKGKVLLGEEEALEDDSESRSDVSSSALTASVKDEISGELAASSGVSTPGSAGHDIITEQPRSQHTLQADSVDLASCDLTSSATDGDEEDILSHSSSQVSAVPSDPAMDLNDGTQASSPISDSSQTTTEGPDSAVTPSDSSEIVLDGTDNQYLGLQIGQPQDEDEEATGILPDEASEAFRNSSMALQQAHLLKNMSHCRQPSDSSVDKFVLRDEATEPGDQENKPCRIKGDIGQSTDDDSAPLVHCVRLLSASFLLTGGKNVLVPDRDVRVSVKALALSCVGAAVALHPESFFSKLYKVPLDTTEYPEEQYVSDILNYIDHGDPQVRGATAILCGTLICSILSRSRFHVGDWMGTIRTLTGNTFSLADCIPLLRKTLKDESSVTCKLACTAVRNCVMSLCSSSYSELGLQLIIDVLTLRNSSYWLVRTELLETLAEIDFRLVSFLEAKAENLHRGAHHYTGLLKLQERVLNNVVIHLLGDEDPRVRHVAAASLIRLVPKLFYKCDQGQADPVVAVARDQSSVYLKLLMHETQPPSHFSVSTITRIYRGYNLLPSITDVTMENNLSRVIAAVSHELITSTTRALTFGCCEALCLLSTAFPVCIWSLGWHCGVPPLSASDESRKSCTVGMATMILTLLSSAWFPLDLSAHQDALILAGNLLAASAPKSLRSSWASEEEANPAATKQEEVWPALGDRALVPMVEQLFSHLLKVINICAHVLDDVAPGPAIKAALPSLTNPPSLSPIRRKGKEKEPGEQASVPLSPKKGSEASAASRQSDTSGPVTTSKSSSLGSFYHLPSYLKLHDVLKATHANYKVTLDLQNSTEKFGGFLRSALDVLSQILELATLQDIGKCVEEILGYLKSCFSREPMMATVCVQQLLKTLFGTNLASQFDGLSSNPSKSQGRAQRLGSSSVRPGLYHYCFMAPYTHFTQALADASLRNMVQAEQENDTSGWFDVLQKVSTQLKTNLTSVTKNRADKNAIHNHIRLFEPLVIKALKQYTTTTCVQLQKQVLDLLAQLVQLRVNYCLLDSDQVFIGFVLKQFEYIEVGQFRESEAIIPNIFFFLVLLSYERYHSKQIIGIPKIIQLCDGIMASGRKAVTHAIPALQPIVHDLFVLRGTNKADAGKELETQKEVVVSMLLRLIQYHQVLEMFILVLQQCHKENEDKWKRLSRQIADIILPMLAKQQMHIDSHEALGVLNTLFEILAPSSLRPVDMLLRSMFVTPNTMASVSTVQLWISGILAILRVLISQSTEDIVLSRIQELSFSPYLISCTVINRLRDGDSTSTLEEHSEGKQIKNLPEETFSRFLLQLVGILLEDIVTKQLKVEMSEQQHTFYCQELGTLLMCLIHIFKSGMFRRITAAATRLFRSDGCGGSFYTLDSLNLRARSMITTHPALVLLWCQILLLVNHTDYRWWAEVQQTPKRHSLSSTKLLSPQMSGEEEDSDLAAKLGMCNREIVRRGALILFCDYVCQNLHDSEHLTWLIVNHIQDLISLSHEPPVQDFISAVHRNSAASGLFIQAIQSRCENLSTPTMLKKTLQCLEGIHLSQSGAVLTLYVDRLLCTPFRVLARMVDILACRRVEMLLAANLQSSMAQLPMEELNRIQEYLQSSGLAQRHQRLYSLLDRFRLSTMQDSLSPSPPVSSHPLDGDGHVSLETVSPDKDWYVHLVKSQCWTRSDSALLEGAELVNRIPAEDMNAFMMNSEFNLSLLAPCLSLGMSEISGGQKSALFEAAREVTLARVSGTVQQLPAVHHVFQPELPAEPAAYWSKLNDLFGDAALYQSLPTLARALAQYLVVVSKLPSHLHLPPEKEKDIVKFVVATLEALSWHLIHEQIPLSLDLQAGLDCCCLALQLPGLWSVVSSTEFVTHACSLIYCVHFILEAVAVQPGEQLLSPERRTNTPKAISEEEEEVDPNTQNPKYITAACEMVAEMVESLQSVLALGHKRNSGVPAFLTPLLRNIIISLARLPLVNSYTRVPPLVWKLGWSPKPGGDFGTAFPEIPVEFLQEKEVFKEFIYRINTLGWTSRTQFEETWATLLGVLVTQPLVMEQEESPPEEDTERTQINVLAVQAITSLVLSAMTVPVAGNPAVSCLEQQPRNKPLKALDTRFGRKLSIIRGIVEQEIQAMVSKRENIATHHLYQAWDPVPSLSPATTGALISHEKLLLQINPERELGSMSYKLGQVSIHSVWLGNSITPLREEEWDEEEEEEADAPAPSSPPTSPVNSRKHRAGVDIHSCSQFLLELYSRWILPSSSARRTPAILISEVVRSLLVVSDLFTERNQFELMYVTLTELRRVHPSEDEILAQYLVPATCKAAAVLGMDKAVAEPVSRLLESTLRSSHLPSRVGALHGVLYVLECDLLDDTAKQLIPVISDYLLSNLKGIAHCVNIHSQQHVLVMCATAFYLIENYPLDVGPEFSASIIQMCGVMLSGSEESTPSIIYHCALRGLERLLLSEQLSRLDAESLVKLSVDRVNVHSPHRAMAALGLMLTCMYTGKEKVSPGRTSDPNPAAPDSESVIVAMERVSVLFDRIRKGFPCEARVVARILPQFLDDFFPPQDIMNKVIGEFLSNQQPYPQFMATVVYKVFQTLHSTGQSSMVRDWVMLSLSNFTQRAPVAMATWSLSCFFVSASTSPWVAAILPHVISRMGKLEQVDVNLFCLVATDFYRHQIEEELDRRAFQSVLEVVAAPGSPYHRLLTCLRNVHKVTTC
* marks the source's active call; other numbers are inactive results; i = inactive; / = no result given; & = joins results of further samples. Rule as the data show it: active = inhibition above about 50%; inactive = the rest. The list is partial, so the mix of outcomes need not match the whole.

SMILES	Pf apPOL block	mHTT CaM bind
O=C(Cc1cccs1)Nc1ccc2c(c1)N(C(=O)c1ccco1)CC2	-10	1
CCOc1ccc(-n2nc(C(=O)N3CCC(C)CC3)c3ccccc3c2=O)cc1	2	19
Cc1c(C)c2cc3c(-c4ccc(F)cc4)coc3c(C)c2oc1=O	2	-2
COc1ccc(C(O)CN2CCN(c3ccccc3)CC2)cc1OC (configuration not stated)	0	2
Cc1c(NC(=O)CN2CCOCC2)c(=O)n(-c2ccccc2)n1C	0	-13
O=C(C1COc2ccccc2O1)N(Cc1cccnc1)c1nc2ccc(F)cc2s1 (configuration not stated)	-4	-4
O=C(NCCSCc1ccc(Cl)cc1)c1ccco1	-11&-13	/
Nc1nonc1-c1noc(-c2ccc(I)cc2)n1	-8	2
CCCCNC(=O)C1CCCN(c2nnc3ccc(C(F)(F)F)cn23)C1 (configuration not stated)	-4	-2
COc1ccc(C(N=CN(C)C)c2nccc3cc(OC)c(OC)cc23)cc1OC (configuration not stated)	/	5
Nc1cc(C2CCN(C(=O)c3ccc4ccccc4n3)CC2)no1	3	24
COc1cccc(C=Nc2cccc3c(=O)[nH][nH]c(=O)c23)c1O	-8	-4
COc1ccc(C(=O)Nc2cccc(O)c2)cc1OC	-2	3
Cc1ccc(C2=N/C(=C/c3cccc([N+](=O)[O-])c3)C(=O)O2)cc1	-1	5
Cc1ccc2ncc(C#N)c(N3CCC(C(=O)Nc4ccc(F)c(F)c4)CC3)c2c1	2	-4
CC(C)N1C(=O)C(C)(C(=O)NCc2ccc(F)cc2)Oc2cccnc21 (configuration not stated)	1	-2
CC(C)CC(=O)Nc1cccc(-c2nc3ncccc3o2)c1	-8	4
CC1CN(C(=O)CSc2ccccc2)CC1c1nc(-c2cccnc2)no1 (configuration not stated)	-6	-2
COCCCNC(=O)c1cc(-c2ccc(Br)s2)nc2ccccc12	-10	6
Cc1cccc(NC(=O)CCC(=O)Nc2cccc(C)c2)c1	0	2
Fc1cccc(-c2noc(-c3ccc(N4CCCC4)nc3)n2)c1	-5	-6
CNC(=O)CN1CCC(c2nnc(C(F)(F)F)o2)CC1	-3	-11
CC1(C)CC2CC(C)(CN2C(=O)c2ccc(F)cc2)C1 (configuration not stated)	-2&2	0&2
O=C(c1csc(C(=O)N2CCCC2)n1)N1CCc2ccccc2C1	-8	-2
CN(C)c1ccc(C=NNC2=NCCN2)cc1	-3	/
Cc1ccc(-n2cc(C(=O)NC(C)C)nn2)cc1	-2	-7
CCOC(=O)c1oc2cc(OS(C)(=O)=O)ccc2c(=O)c1-c1ccccc1OC	-5	5
Cc1c(NC(=O)c2ccc(Cl)cc2[N+](=O)[O-])c(=O)n(-c2ccccc2)n1C	16	1
CC(=O)Nc1cccc(N2CC(C(=O)Nc3ccc(C(C)=O)cc3)CC2=O)c1 (configuration not stated)	-6	-4
COc1cccc(C(=O)N2CCC3(CC2)NC(CC(C)C)C(=O)N3C2CC2)c1 (configuration not stated)	-2	-4
Cc1cccc(C(=O)Nc2ccc(C)c([N+](=O)[O-])c2)c1	-6	18
CN1CCN(NC(=O)C(=O)Nc2ccccc2Cl)CC1	1	1
Cc1ccc(C(=O)Nc2nc3ccccc3c(=O)s2)cc1	3	4
CC(=O)N1CCN(c2nc3c(s2)CC(C(=O)NCCN2CCCCC2)CC3)CC1 (configuration not stated)	0	5
Cc1ccccc1NC(=O)C1CCCN(c2nc3c(s2)c(C)nn3-c2ccccc2)C1 (configuration not stated)	-2	-5
Cc1ccccc1C1CCCN1C(=O)Cc1ccc(Cl)cc1 (configuration not stated)	1	58*
Cc1ccc(S(=O)(=O)N2CCc3cc(NC(=O)c4ccccc4Cl)ccc32)cc1	4	-6
CC(C)(C)n1nc2c(c1NC(=O)/C=C/c1ccc3c(c1)OCO3)CSC2	-7	22
Cc1c(C2CCN(C(=O)NCc3ccc(F)cc3)CC2)noc1N	-5	-1
COc1ccc(NS(=O)(=O)c2cc(C(=O)O)ccc2F)cc1	-4	-1
Cc1ccc(S(=O)(=O)C(=NNc2cc(C(F)(F)F)cc(C(F)(F)F)c2)[N+](=O)[O-])cc1	-7&-33	/
CSc1nnc2c(n1)OC(c1ccc3c(c1)OCO3)Nc1ccc(Br)cc1-2 (configuration not stated)	-2	6
CC(C)CNC(=O)c1cncc(-c2csc3ccccc23)c1	3	4
CCCC(C)NC(=O)c1ccc(Cl)cc1[N+](=O)[O-] (configuration not stated)	1	-2
CCCNC(=O)CC1CCN(C(=O)c2sc(-c3ccccc3)nc2C)CC1	0	-1
COc1ccccc1Oc1ncnc(-c2ccc(F)c(C)c2)c1N	-1	-12
O=C1c2ccccc2NC(c2ccccc2O)N1c1ccc(F)cc1 (configuration not stated)	2	1
COc1ccc(Cl)cc1NC(=O)c1oc2ccc(S(=O)(=O)N3CCCCC3)cc2c1C	-5	-8
O=C1CC(c2ccccc2)Sc2ccccc2N1Cc1ccccc1 (configuration not stated)	-5	80*
CC(=C\c1ccc2c(c1)OCO2)/C=C1/N=C(c2ccc(F)cc2)OC1=O	0	10
CC(=O)NC(CCS(C)(=O)=O)C(=O)Nc1ccccc1C (configuration not stated)	-7	-2
O=c1oc2ccc([N+](=O)[O-])cc2cc1-c1nc(-c2ccc(Br)cc2)cs1	-2	-4
COc1cccc(CNC(=O)C2CCCN(C(=O)c3ccccc3Cl)C2)c1 (configuration not stated)	-7	29
Cn1ccc2c(/C=C/c3ccc(F)cc3)cc3c(c21)C1CCC3O1 (configuration not stated)	-1	-149
O=C(CC1CCCCC1)NCC1CCN(c2cc(-c3ccccn3)[nH]n2)CC1	18	16
CCOC(=O)C(C#N)=Cc1ccc([N+](=O)[O-])s1	1	/
CCCc1[nH]nc2c1C(c1ccc(OC)c(OC)c1)C(C#N)=C(N)O2 (configuration not stated)	-5	-1
CCn1nc(C(=O)Nc2cccc(Cl)c2)cc1C	-3	-8
Cc1ccccc1NC(=O)C(=O)NCc1ccccn1	3	-2
CCOC(=O)C1CCc2sc(NC(=O)c3cc(C4CC4)on3)nc21 (configuration not stated)	6	2

Four successive records out of the list so far:
SMILES	Pf apPOL block	mHTT CaM bind
CCCc1[nH]nc2c1C(c1ccc(OC)c(OC)c1)C(C#N)=C(N)O2 (configuration not stated)	-5	-1
CCn1nc(C(=O)Nc2cccc(Cl)c2)cc1C	-3	-8
Cc1ccccc1NC(=O)C(=O)NCc1ccccn1	3	-2
CCOC(=O)C1CCc2sc(NC(=O)c3cc(C4CC4)on3)nc21 (configuration not stated)	6	2

More compounds:
SMILES	Pf apPOL block	mHTT CaM bind
CN(C)Cc1c(O)ccc2c1OC(=Cc1ccccc1Br)C2=O	-5	0
CC(=O)c1ccc(N2CCN(Cc3coc4c(Cl)cc(Cl)cc4c3=O)CC2)cc1	-21	9
c1nc(NN2CCCCC2)c2sccc2n1	-8	/
Cc1cccc(NC(=O)CSc2nc3c([nH]c4ccccc43)c(=O)n2C)c1C	-4	3
CN(C)C(=O)CCc1cc2ccccc2[nH]c1=O	-9	-4
COc1ccc(OCCNC(=O)c2ccccc2Cl)cc1	-7	-6
CCOc1ccc(C(=O)N2CCN(c3ccc([N+](=O)[O-])cc3)CC2)cc1Cl	1	14
O=C(c1cccs1)N1CCCC1c1ccc(Cl)cc1 (configuration not stated)	-4	-10
O=C1/C(=C\c2ccc(O)cc2)C(N2CCOCC2)=NN1c1ccc([N+](=O)[O-])cc1	4	84*
O=C1Nc2ccccc2/C1=C/c1ccc([N+](=O)[O-])cc1	4	15
CCCc1nn(C(=O)c2ccco2)cc1C(=O)OCC	-5&-7	/
Cc1ccc(OCC(=O)Nc2ccc(F)cc2)cc1	2	-12
Cn1c(=O)c(NCCCN2CCCc3ccccc32)nc2ccncc21	12	60*
O=C1OC2(CCCCC2)OC(=O)C1=CNc1ccccn1	-12	-6
CC(C(=O)O)n1nnc(-c2ccccc2)n1 (configuration not stated)	-4	2
Cc1cc(C(=O)N2CCOCC2)c2cccc(-c3cccs3)c2n1	11	-6
COc1ccc(/C(N)=N/OC(=O)Oc2ccccc2)cc1	1	i
CCC(Sc1nc2ccccc2o1)C(=O)Nc1cc(C)on1 (configuration not stated)	-13	-2
COc1ccccc1C(=O)NCC(C)(O)c1ccccc1 (configuration not stated)	-2	-7
Oc1c(Br)cc(Br)cc1C=Nc1ccc(Oc2ccc(Cl)cc2)cc1	-90	/
O=C(Nc1ccccc1Br)c1cc(S(=O)(=O)NCc2ccco2)ccc1F	2	-3
CC1CCCCC1NC(=O)C1CCN(S(=O)(=O)N2CCCCCC2)CC1 (configuration not stated)	-5	-7
CCc1c(C)[nH]n(-c2nn[nH]n2)c1=O	/	100*
Cc1nn(C)c(C)c1CNC(=O)C1CCCN(c2nnc3cccc(C)n23)C1 (configuration not stated)	-7	5
O=C(Nc1ccccc1)NC1CCCCC1NC(=O)Nc1ccccc1 (configuration not stated)	-8	-1
CC(C)C(=O)N1CCC(COc2ccc(C(=O)N3CCCC3)cc2)CC1	-2	-3
O=C(C1CCC(=O)N1CCc1ccccc1)N1CCC2(CC1)OCCO2 (configuration not stated)	-18	3
CC1=NN(c2ccc(Cl)cc2)C(=O)/C1=C/c1ccc(F)cc1	4	8
CC1CC(C)CN(S(=O)(=O)c2ccc(C(=O)Nc3nnc(-c4cccs4)o3)cc2)C1 (configuration not stated)	-4	42
c1ccc(OCCCCn2cnc3ccccc32)cc1	-16	-7
COC(=O)c1cccc(C(=O)Nc2ccc(Cl)cc2C)n1	-3	-7
O=C(/C=C/c1ccccc1Cl)NC1CCS(=O)(=O)C1 (configuration not stated)	-3	2
CCCCOc1ccccc1/C=C1\C(=O)Nc2ccc(Br)cc21	3	62*
COC(=O)c1ccc(S(=O)(=O)Oc2ccccc2N2CCOCC2)o1	-1	/
COc1ccc(C(=O)Nc2ccc(C)cc2Br)cc1	1	-12
COc1cc(NC(=O)Cc2ccc(OC)c(OC)c2)cc(OC)c1	-6	-5
Cc1ccc(CN(C)CCN(C)C)c(C)c1	-1	1
O=C(Nc1ccc(F)cc1)c1oc(=O)c2ccccc2c1-c1ccccc1	5	-12
CNC(=O)NC1CCN(c2ccc(C)c(C)c2)C1=O (configuration not stated)	-2	-6

In the list so far, these contain four or more nitrogen atoms.
SMILES	Pf apPOL block	mHTT CaM bind
Cc1c(NC(=O)CN2CCOCC2)c(=O)n(-c2ccccc2)n1C	0	-13
Nc1nonc1-c1noc(-c2ccc(I)cc2)n1	-8	2
CCCCNC(=O)C1CCCN(c2nnc3ccc(C(F)(F)F)cn23)C1 (configuration not stated)	-4	-2
Nc1cc(C2CCN(C(=O)c3ccc4ccccc4n3)CC2)no1	3	24
Cc1ccc2ncc(C#N)c(N3CCC(C(=O)Nc4ccc(F)c(F)c4)CC3)c2c1	2	-4
CC1CN(C(=O)CSc2ccccc2)CC1c1nc(-c2cccnc2)no1 (configuration not stated)	-6	-2
Fc1cccc(-c2noc(-c3ccc(N4CCCC4)nc3)n2)c1	-5	-6
CNC(=O)CN1CCC(c2nnc(C(F)(F)F)o2)CC1	-3	-11
CN(C)c1ccc(C=NNC2=NCCN2)cc1	-3	/
Cc1ccc(-n2cc(C(=O)NC(C)C)nn2)cc1	-2	-7
Cc1c(NC(=O)c2ccc(Cl)cc2[N+](=O)[O-])c(=O)n(-c2ccccc2)n1C	16	1
CN1CCN(NC(=O)C(=O)Nc2ccccc2Cl)CC1	1	1
CC(=O)N1CCN(c2nc3c(s2)CC(C(=O)NCCN2CCCCC2)CC3)CC1 (configuration not stated)	0	5
Cc1ccccc1NC(=O)C1CCCN(c2nc3c(s2)c(C)nn3-c2ccccc2)C1 (configuration not stated)	-2	-5
Cc1c(C2CCN(C(=O)NCc3ccc(F)cc3)CC2)noc1N	-5	-1
CSc1nnc2c(n1)OC(c1ccc3c(c1)OCO3)Nc1ccc(Br)cc1-2 (configuration not stated)	-2	6
O=C(CC1CCCCC1)NCC1CCN(c2cc(-c3ccccn3)[nH]n2)CC1	18	16
CCCc1[nH]nc2c1C(c1ccc(OC)c(OC)c1)C(C#N)=C(N)O2 (configuration not stated)	-5	-1
c1nc(NN2CCCCC2)c2sccc2n1	-8	/
Cc1cccc(NC(=O)CSc2nc3c([nH]c4ccccc43)c(=O)n2C)c1C	-4	3
O=C1/C(=C\c2ccc(O)cc2)C(N2CCOCC2)=NN1c1ccc([N+](=O)[O-])cc1	4	84*
Cn1c(=O)c(NCCCN2CCCc3ccccc32)nc2ccncc21	12	60*
CC(C(=O)O)n1nnc(-c2ccccc2)n1 (configuration not stated)	-4	2
CCc1c(C)[nH]n(-c2nn[nH]n2)c1=O	/	100*
Cc1nn(C)c(C)c1CNC(=O)C1CCCN(c2nnc3cccc(C)n23)C1 (configuration not stated)	-7	5
O=C(Nc1ccccc1)NC1CCCCC1NC(=O)Nc1ccccc1 (configuration not stated)	-8	-1
CC1CC(C)CN(S(=O)(=O)c2ccc(C(=O)Nc3nnc(-c4cccs4)o3)cc2)C1 (configuration not stated)	-4	42

Screening results (PubChem BioAssay)
